L929 necroptosis = L929 zVAD cell death inhibition; L929 zVAD necroptosis rescue, ATP luminescence, 24 h; with zVAD 60 µM; viability rescue, % at 10 µM; actives 0.38% (n = 220,000); AID 1377;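 active = activation, scaled between plate controls, above about 75%, limit read from the data; inactive = activation under that limit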;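 also: 0% = zVAD with DMSO and 100% = DMSO alone without zVAD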
TNF death inh = inhibitors of TNF-alpha induced necroptosis in Jurkat FADD-/- cells | Jurkat FADD-/- TNF necroptosis rescue, ATP luminescence, 24 h; 0 = TNF only, 100 = no-TNF cells | activation (protection from cell death), % at 10 µM | actives 0.068% (n = 220,000);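 active = activation, meaning protection from cell death, of at least 50% relative to plate controls; inactive = activation below 50%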;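 also: necroptosis triggered by 40 ng/mL TNF-alpha added together with compound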
Hck Nef HTS = human Hck-Nef kinase inhibition; P08631; Recombinant Hck-YEEI plus Nef, Z-Lyte FRET kinase assay; inhibition, % at 20 µM; actives 0.68% (n = 220,000); AID 463187;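 active = Hck-Nef kinase inhibition above about 50%, limit read from the data; inactive = inhibition below that limit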;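 also: 0% = DMSO with Hck plus Nef and 100% = Hck alone without Nef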
PGE2 EP2 inh = inhibitors of human EP2 prostaglandin E2 receptor; C6 glioma cells expressing human EP2, cAMP TR-FRET; cells stimulated with saturating PGE2; inhibition, % at 25 µM; actives 0.52% (n = 260,000);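 active = percent inhibition above 40 after rounding to a whole number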;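 also: rat C6 glioma host cells with rolipram phosphodiesterase inhibitor present; the protocol text gives 20 µM as final concentration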
Target sequence (P43116 whole entry, looked up): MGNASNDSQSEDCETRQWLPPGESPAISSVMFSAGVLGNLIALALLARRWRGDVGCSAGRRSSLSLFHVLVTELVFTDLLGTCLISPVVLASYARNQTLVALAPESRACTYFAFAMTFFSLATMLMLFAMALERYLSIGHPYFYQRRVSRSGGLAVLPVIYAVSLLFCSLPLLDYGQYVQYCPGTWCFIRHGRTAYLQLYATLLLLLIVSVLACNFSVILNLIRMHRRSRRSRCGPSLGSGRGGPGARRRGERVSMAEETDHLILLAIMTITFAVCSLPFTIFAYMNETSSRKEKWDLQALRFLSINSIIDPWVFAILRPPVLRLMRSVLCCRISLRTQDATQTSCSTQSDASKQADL
EP2 modulator = EP2 receptor (human) modulation. actives 0.83% (n = 260,000). EP2-expressing cells, cAMP HTRF FRET, PGE2 co-stimulation. P43116. induction, % at 25 µM. AID 940;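 active = compounds whose cAMP rise, as percent of the full-agonist control response, exceeds 60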;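 also: rat C6 glioma line stably carrying human EP2 under a CMV promoter; the protocol text gives 20 µM as final concentration; 100% = response of wells given 1 µM PGE2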
PERK inhibitor = inhibitors of human PERK kinase; CHO PERK-DD fusion, SEAP luminescence translation reporter; Q9NZJ5; actives 0.17% (n = 220,000); AID 1416; inhibition, % at 5.6 µM;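 active = inhibition above the mean inhibition of all tested compounds plus 3 SD, set separately per screening campaign, cut at about 2.9% in these data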;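 also: PERK kinase domain activated by AP20187 dimerizer at 100 nM; 0% = DMSO with dimerizer and 100% = rapamycin at 8.4 µM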
RBBP9 inhibitor = human RBBP9 hydrolase inhibition | O75884 | inhibition, % at 7.94 µM | recombinant RBBP9, FP-Rh probe fluorescence polarization | actives 0.2% (n = 220,000);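 active = inhibition above the campaign mean of all tested compounds plus 3 SD, cut at about 14% in these data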;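 also: plate controls were DMSO wells with RBBP9 for no effect and wells lacking RBBP9 protein for full effect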
Target sequence (O75884 whole entry, looked up): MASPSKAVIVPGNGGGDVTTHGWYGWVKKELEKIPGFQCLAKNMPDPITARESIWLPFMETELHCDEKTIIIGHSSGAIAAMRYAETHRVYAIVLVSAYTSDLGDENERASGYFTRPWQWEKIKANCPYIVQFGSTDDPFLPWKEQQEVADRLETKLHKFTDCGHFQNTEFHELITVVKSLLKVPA
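System: RBBP9 protein / Buffer or medium: Tris/NaCl buffer pH 8.0 with 0.1% Pluronic / Probe or stimulus: Serine-hydrolase probe FP-Rh, 375 nM pre-mixing / Dosing: 7.94 µM single dose, 0.794% DMSO / Times: enzyme-compound preincubation 30 min, then probe labeling 45 min, 25 °C / Technique: fluorescence polarization (mP), excitation 525 nm, emission 598 nm / Replication: singlicate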
Runt-SMMHC FRET = Runt domain-CBFb-SMMHC interaction inhibition. inhibition, % at 20 µM. Q01196+Q13951. Cerulean-Runt/Venus-CBFb-SMMHC FRET ratio 530/480, 1 h. actives 0.74% (n = 220,000);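 active = mean inhibition across duplicate retests at 20 µM reaching about 50%, limit read from the data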;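 also: 0% = DMSO wells and 100% = wells with excess untagged CBFb-SMMHC; inhibitors lower the FRET ratio by blocking Runt binding to CBFb-SMMHC; some results filed as inactive read as strong as hits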
Runt-CBFb FRET = blocks binding of human RUNX1 Runt domain to CBFb; actives 0.46% (n = 220,000); inhibition, % at 20 µM; Q01196+Q13951; Cerulean-Runt/Venus-CBFb FRET ratio 530/480, 1 h;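 active = inhibition over about 50% at 20 µM in the single-dose screen, limit read from the data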;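 also: 0% = DMSO wells and 100% = excess unlabeled CBFb competitor control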
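System: Cerulean-labeled Runt domain protein | Quantity: 100 nM of each labeled protein | Schedule: 1 h compound exposure, room temperature | Detection: Fluorescence energy transfer, 422 nm excitation, 530/480 nm emission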
Active calls of the source: *; / = not tested or not shown; & = joins results of further samples.

compound	L929 necroptosis	TNF death inh	Hck Nef HTS	PGE2 EP2 inh	EP2 modulator	PERK inhibitor	RBBP9 inhibitor	Runt-SMMHC FRET	Runt-CBFb FRET
COc1ccc(CC(=O)N/N=C/C=C/c2ccc3c(c2)OCO3)cc1OC	0.1	7.9	7.7	2.5	-48.9	1.5	0.3	-4.0	-0.7
O=C(Nc1ccc(S(=O)(=O)N2CCCCC2)cc1)C1CCCN(C(=O)c2ccc(Cl)cc2)C1 (stereo not given)	0.6	0.0	8.4	8.0	-1.9	-0.1	-5.2	-0.1	-3.7
O=c1ccsn1Cc1ccccc1	0.6	-8.1	-4.2	65.1*	-43.0	1.0	-11.8	10.0	15.0
Cc1ccnc2nc(C(=O)Nc3nc(-c4ccccn4)cs3)nn12	7.1	0.4	13.3	13.4	-7.0	0.3	-4.3	0.8	1.7
CCCn1c(OC)nc2c1c(=O)n(C)c(=O)n2C	2.2	1.0	-3.2	9.4	23.0	1.4	-10.2	0.5	1.1
CC(=O)CSc1nnc(Cc2ccc3c(c2)OCO3)o1	0.2	-0.5	-3.2	8.4	3.5	-0.1	-3.3	2.8	1.7
CCOC(=O)CSc1nnc(Cc2ccc(OC)cc2)n1-c1ccccc1	-0.2	-0.7	-4.0	8.6	-5.7	0.7	-3.6	-5.8	6.9
COc1cccc(NC(=O)CCCn2c(=S)[nH]c3ccccc3c2=O)c1	-0.2	4.5	4.6	4.3	-17.1	-0.4	1.0	3.6	10.5
Cc1cc(C)c2nc(-c3ccccn3)cc(C(=O)Nc3ccc(S(=O)(=O)Nc4onc(C)c4C)cc3)c2c1	3.4	1.7	71.0*	4.3	22.7	-0.3	-5.2	-13.8	2.9
O=c1c2oc3ccccc3c2ncn1Cc1ccccc1Cl	-1.0	1.4	1.5	3.3	13.9	-1.2	4.0	3.9	-0.6
COc1ccccc1NC(=O)C1(c2ccccc2)CCCC1	-0.3	-2.0	25.0	4.6	52.8	-0.1	-5.6	-1.9	1.0
COc1ccc(-c2nnc(SC(C(=O)c3c[nH]c4ccccc34)c3ccccc3)n2N)cc1OC (stereo not given)	1.7	2.1	3.5	5.0	-32.6	-0.5	-19.5	-2.8	-3.7
O=C(COc1cccnc1[N+](=O)[O-])N1CCN(C(=O)c2ccco2)CC1	1.7	0.2	22.5	11.8	17.7	1.1	-4.6	3.3	0.0
CCOC(=O)CSc1nc(C)c(C(C)=O)cc1C#N	1.0	-0.1	4.1	14.8	-1.4	-0.2	-3.6	15.1	-0.1
CC(Nc1ccc(Cl)cc1)c1cc(Cl)ccc1O (stereo not given)	-0.5	30.1	6.5	12.1	-54.2	1.2	-7.0	-5.5	-0.5
Cc1cccc(NC(=O)CN2C(=O)N/C(=C/c3cc(C)n(-c4ccncc4)c3C)C2=O)c1	0.3	0.1	11.1	9.3	15.7	1.5	5.2	13.2	3.6
COc1ccc(NC(=O)c2ccc(OC)cc2)cc1	1.9	-0.6	1.4	6.3	-27.4	1.6	4.3	-4.0	-0.9
CCCCNC(=O)CCSc1nc2nc(C)cc(C)n2n1	0.3	-2.0	-0.3	6.0	11.9	0.0	-8.1	1.9	0.3
Cc1nc2ncnn2c(C)c1Cc1cccc(C(F)(F)F)c1	-0.3	0.5	22.5	3.6	-26.5	0.2	-3.7	3.3	-0.3
COc1cc2c(cc1NC(=O)CN(C)Cc1ccc(OC)c(OC)c1)oc1ccccc12	4.5	-1.8	-0.2	4.5	0.7	-1.4	-12.6	-6.2	-3.8
CC[n+]1c(/C=C/Nc2ccccc2)oc2ccc(OC)cc21	-0.3	0.5	29.7	4.8	-58.3	0.2	-5.9	25.5	8.7
CCCc1ccc(OCc2ccc(C(=O)N/N=C/c3cccc([N+](=O)[O-])c3)o2)c(OC)c1	0.2	-1.4	1.9	10.4	10.0	-0.8	-7.1	-15.0	-3.2
CON1C(=O)C(=O)N(OC)C(C)(C)C1(C)C	1.4	-2.1	-1.2	2.9	17.7	0.9	-6.2	6.2	4.5
O=C1C=C(N(CCO)CCO)C2(CCCCC2)O1	1.1	0.2	1.4	7.9	1.7	1.2	1.6	3.4	0.9
C[n+]1c2n(c3ccccc31)N=C(c1cc(C(C)(C)C)c(O)c(C(C)(C)C)c1)CS2	13.6	-15.8	14.2	8.4	0.7	-0.1	-6.5	1.5	-0.1
Cc1cc(=O)oc2cc(OC(C)C(=O)N3CCOCC3)ccc12 (stereo not given)	-0.5	-0.3	-2.0	4.4	14.8	0.4	-2.5	4.7	-0.4
O=C(C1=C[C@@H](c2ccccc2)C[C@@H](OCCCCO)O1)N1CCN(Cc2ccc3c(c2)OCO3)CC1	-0.8	1.7	-3.1	1.4	5.8	0.8	4.5	-1.1	-2.3
COc1ccc(CNC(=O)/C=C/c2ccc(S(=O)(=O)NCc3ccco3)cc2)cc1OC	1.4	2.5	6.4	8.1	-7.4	0.1	1.9	0.1	1.0
CCC1Oc2ccccc2N(CC(=O)Nc2ccc3c(c2)OCCO3)C1=O (stereo not given)	0.3	-0.1	1.4	5.8	-16.7	-0.1	0.0	3.4	-1.9
CCOC(=O)N1CCC(=NNC(=O)COc2cccc(C)c2)CC1	1.5	1.3	0.4	7.9	22.2	0.5	-4.6	2.1	2.7
Cc1ccccc1NC(=O)CN1C(=O)COc2ccc(Cl)cc21	-0.1	-2.3	2.8	8.3	4.9	-0.6	-3.4	3.3	2.8
CC(C)C(NS(=O)(=O)c1cccs1)C(=O)NCc1ccc2c(c1)OCO2 (stereo not given)	0.2	-0.3	-0.2	7.5	6.0	0.0	-10.6	-1.0	0.8
N/C(=N\OC(=O)/C=C/c1ccccc1)c1ccncc1	26.0	-0.7	-36.2	5.7	1.3	1.1	-1.1	1.9	/
Cc1nn(-c2ccccc2)c2sc(C(=O)NC3CC3)cc12	-0.2	0.3	0.0	16.0	-10.1	-0.6	-6.1	-3.8	-0.2
Nc1c(Cl)ncnc1N/N=C/c1ccccn1	19.5	-6.8	1.8	9.2	-14.8	-0.1	-6.3	78.2*	35.7
O=C(N/N=C/C(Br)=C/c1ccccc1)c1cc(-c2ccco2)[nH]n1	3.4	-2.3	18.8	5.0	-57.6	-0.1	-20.2	10.9	22.3
CSc1ccccc1C(=O)Nc1ccccc1C(=O)NC(C)C	0.9	-0.7	1.9	7.2	2.3	1.1	-11.2	0.8	0.8
CC(C)c1cc(C(=O)N2CCCC(CCC(=O)NCc3ccccc3F)C2)n(C)n1 (stereo not given)	-0.5	-0.1	24.0	7.9	-5.8	1.1	-2.1	-1.6	-0.9
Cc1cc(C(=O)OCC(=O)Nc2cc(S(=O)(=O)N3CCOCC3)ccc2Cl)c(C)o1	0.6	3.2	0.2	22.0	4.7	-1.1	-1.4	-0.5	0.2
CCOC(=O)N1CCC(NC(=O)c2cnn3ccccc23)CC1	1.0	2.4	21.0	8.7	11.5	0.6	-2.3	-2.7	0.4
CCC(C)Sc1nc(C)nc2c1c(=O)n(C)c(=O)n2C (stereo not given)	0.0	-0.5	1.5	7.5	55.7	0.9	0.7	0.6	0.9
Cc1ccc(Sc2ccncc2S(N)(=O)=O)cc1	0.4	-0.5	3.1	10.0	-16.6	1.0	-3.2	2.4	-3.6
COc1ccc(CNC(=O)CSCc2cnn(-c3ccccc3)c2-n2cccc2)cc1	-0.6	0.8	9.5	7.6	-18.0	-0.1	-4.3	-4.8	-3.6
COc1ccc(C=NCC2OCCc3ccccc32)cc1OC (stereo not given)	0.7	0.1	-2.1	8.4	3.8	1.1	-6.6	4.3	0.8
Cc1cc(C)cc(C(=O)NCC(=O)OCC(=O)Nc2ccc(C)cc2Br)c1	2.6	0.3	22.1	5.7	18.2	-0.1	0.7	-0.5	-2.8
COc1ccccc1NS(=O)(=O)c1ccc(NN=C2CCCC2)c([N+](=O)[O-])c1	-0.2	-5.3	3.4	10.2	-10.0	0.7	-1.4	-4.6	-1.5
C/C(CC(=O)Nc1cccc(Cl)c1Cl)=N\NC(=O)c1ccccc1C	-0.5	0.8	24.4	8.9	-36.2	0.6	-3.3	0.1	-0.2
O=C(COC(=O)CCSc1ccccc1)Nc1ccc(F)cc1Cl	0.4	1.6	0.2	5.6	4.0	0.2	-12.3	0.6	-3.9
CC1(C(=O)O)CCC(C(N)=O)C1(C)C (stereo not given)	1.1	3.4	5.9	9.4	17.4	1.7	-3.4	-2.0	0.5
O=C(Nc1nnc(Cc2ccccc2)s1)c1cccnc1	4.0	-0.5	25.8	7.7	27.2	0.4	-6.7	-0.1	0.5
Cn1nnc2cc(C(=O)Nc3ccc(Cl)cc3)ccc21	20.5	-0.5	18.3	8.2&6.5	-29.4&-36.6	1.4	-5.2	3.2	2.2
COc1ccccc1OC(C)C(=O)NNC(=S)NC1CCCC1 (stereo not given)	-0.4	-0.7	-44.4	3.0	-18.3	-0.7	-9.3	7.3	0.0
Nc1c2c(nc3ccc(Br)cc13)N(C1CCCCC1)CC2	-2.0	-17.7	28.1	7.1	-26.6	-0.1	-8.6	-18.8	4.1

Not all compounds are listed; the hit share may differ from the screen's.
